Screening results: PubChem, NCI
NCI-60 one-dose screen, 48 h, at 10 µM unless noted. Numbers give growth in % (100 = growth as untreated, 0 = no growth, -100 = all killed).
PC-3: PC-3 prostate cancer cells | 80,000 compounds, 3.9% hits | AID 1794754
SF-268: SF-268 CNS cancer cells | 82,000 compounds, 3.1% hits | AID 1794759
U251: U251 CNS tumor cells. 80,000 compounds, 5.4% hits
SNB-75: SNB-75 CNS cancer; 79,000 compounds, 5% hits; AID 1794750
DU-145: DU-145 prostate cancer; 81,000 compounds, 4.2% hits
HCC-2998: HCC-2998 colon cancer; 79,000 compounds, 4.7% hits
SF-539: SF-539 CNS cancer; 81,000 compounds, 6.8% hits
SF-295: SF-295 CNS cancer cells. 79,000 compounds, 5.6% hits. AID 1794758
SNB-19: SNB-19 CNS cancer cells; 81,000 compounds, 2.5% hits; AID 1794751
The depositor's hits bear a star; x = no result given; & = joins results of further samples; ! = not active in a repeat. How the source made its calls: active means growth percent below 10; inactive means the rest.

SMILES	PC-3	SF-268	U251	SNB-75	DU-145	HCC-2998	SF-539	SF-295	SNB-19
CN(C)[C@@H]1C(=O)C(C(N)=O)=C(O)[C@@]2(O)C(=O)C3=C(O)c4c(O)cccc4[C@@](C)(O)[C@H]3C[C@@H]12	85.8	x	x	x	92.1	89.3	x	x	x
CC(C)(NC(=O)c1nn(CCCCCF)c2ccccc12)c1ccccc1	65.0	96.0	84.4	88.5	101.6	104.5	100.3	101.1	106.5
C=CCC1(CCC)C(=O)NC(=S)NC1=O	102.0	104.5	112.5	99.9	99.6	92.9	99.7	113.2	108.2
CO[C@H]1[C@H](O[C@@H]2C[C@@H]3C/C=C/C(=O)O[C@@H](CO)C[C@H](O)[C@@H]4C[C@H](C)[C@H](C/C=C\C=C\[C@H](C)C[C@H](C2)O3)O4)O[C@@H](C)[C@H](O)[C@H]1O	35.0	86.4	40.3	56.7	52.5	53.6	70.8	14.1	52.2
CNC1Cc2cc3c(cc2C1)OCO3	98.4	91.1	94.3	83.7	106.9	100.2	106.3	97.4	102.4
COc1ccc(/C=C(/C)[N+](=O)[O-])cc1OC	47.7&19.4	3.0*!	-15.8*	53.6&78.5	13.5&22.3	59.2&35.9	15.1	103.5&98.6	79.3&65.9
COc1cccc(NP2(=O)OCC(C)([N+](=O)[O-])CO2)c1 (configuration not stated)	102.2	106.1	97.9	97.3	107.2	110.0	104.9	101.2	108.6
CN1CCCCC1C(O)c1ccccc1 (configuration not stated)	90.9	103.5	100.9	97.0	106.9	92.6	95.7	96.3	101.1
CCN(CCCl)CCOC(c1ccccc1)c1ccccc1	79.9	104.9	111.7	102.3	108.1	117.6	113.0	99.2	109.4
CCCCCCCNC(=O)CBr	95.2	99.7	94.2	91.3	114.3	107.1	104.4	97.4	101.7
CCCCCCN1CC1	99.1	108.1	96.3	99.0	107.8	129.3	105.6	89.4	103.1
NC(CSCc1ccc(N(CCCl)CCCl)cc1)C(=O)O (configuration not stated)	81.1	100.5	96.7	83.5	107.2	95.4	90.9	85.0	105.1
N#CCCCCCCCCC#N	98.0	110.9	96.4	91.2	111.6	114.2	99.2	126.9	104.1
O=C(CCN1CC1)OC1CCCCC1	95.4	103.2	98.2	107.9	108.3	104.3	105.2	112.3	106.6
Cc1cc(N=Nc2ccccc2C)ccc1N	x	47.3	74.9	42.5	68.1	x	48.9	83.9	69.7
OCCCNCc1cccnc1	90.6	99.9	101.0	94.4	108.2	104.2	106.7	95.4	103.5
CN(C1=N[C@]23CC(=O)CC[C@]2(C)[C@H]2CC[C@]4(C)C(=O)CC[C@H]4[C@@H]2C[C@@H]3S1)c1ccccc1	77.0	99.5	95.6	96.0	96.5	101.6	72.1	103.7	97.8
CCCCNP(=O)(N1CC1CC)N1CC1CC (configuration not stated)	99.8	107.8	100.8	106.0	103.6	103.3	95.5	102.1	95.5
COc1ccc(OC)c(/C=C/C(=O)c2nc3ccccc3n2Cc2ccc(Br)cc2)c1	80.0	92.3	86.7	74.0	91.2	94.8	89.2	86.6	86.6
CC(C)(OC(=O)Nc1cccc(Cl)c1)C(Cl)(Cl)Cl	98.0	101.7	97.7	84.4	108.1	94.7	108.2	92.6	100.8
O=C1C2C(C(=O)[N]1[Hg][c]1ccccc1)C1(Cl)C(Cl)=C(Cl)C2(Cl)C1(Cl)Cl (configuration not stated)	-57.4*	-66.4*	-65.9*	-64.1*	-86.6*	11.7	10.3	67.8	25.9
CCOP(=S)(OCC)Oc1c(Cl)c(Cl)c(Cl)c(Cl)c1Cl	89.6	101.3	96.0	84.8	91.1	90.8	96.1	99.9	97.4
S=P(Nc1ccccc1)(Nc1ccccc1)c1ccccc1	85.9	90.8	92.1	96.7	122.2	93.6	95.8	102.1	85.3
COc1ccc(C=C2C(=O)NC(=S)NC2=O)cc1	90.0	107.1	104.0	85.7	109.7	103.5	110.3	112.5	103.4
O=[N+]([O-])c1ccc(/C=C/C=C/c2ccc(S(=O)(=O)F)cc2)c(Cl)c1	91.8	96.1	96.2	71.7	106.8	106.3	104.4	93.1	94.3
O=C1c2c(Cl)ccc(Cl)c2C(=O)c2c(Cl)ccc(Cl)c21	82.7	103.9	93.5	83.1	107.3	105.5	x	93.9	108.0
CCCCCCC(C)(C)c1cc(OC)c([C@H]2C=C(CO)[C@H]3CC2C3(C)C)c(OC)c1	73.2	82.7	85.7	80.8	96.9	110.8	99.7	107.3	105.1
Cc1ccccc1N1CCN(CCO)CC1	104.6	106.1	100.8	94.7	123.8	x	102.1	99.7	107.0
CC1(C)N=C(N)N=C(N)N1c1ccc(CCCCc2ccc(S(=O)(=O)F)cc2)cc1	12.5	30.0	16.7	63.7	31.8	45.3	28.6	7.8*	42.0
CCOP(=O)(OCC)OC(=C(Cl)Cl)c1cc(Cl)ccc1Cl	100.3	99.1	98.0	88.3	106.2	99.0	103.3	99.3	107.2

Fetched one by one from above:
SMILES	PC-3	SF-268	U251	SNB-75	DU-145	HCC-2998	SF-539	SF-295	SNB-19
O=C1C2C(C(=O)[N]1[Hg][c]1ccccc1)C1(Cl)C(Cl)=C(Cl)C2(Cl)C1(Cl)Cl (configuration not stated)	-57.4*	-66.4*	-65.9*	-64.1*	-86.6*	11.7	10.3	67.8	25.9
CCCCCCC(C)(C)c1cc(OC)c([C@H]2C=C(CO)[C@H]3CC2C3(C)C)c(OC)c1	73.2	82.7	85.7	80.8	96.9	110.8	99.7	107.3	105.1
S=P(Nc1ccccc1)(Nc1ccccc1)c1ccccc1	85.9	90.8	92.1	96.7	122.2	93.6	95.8	102.1	85.3
O=C1c2c(Cl)ccc(Cl)c2C(=O)c2c(Cl)ccc(Cl)c21	82.7	103.9	93.5	83.1	107.3	105.5	x	93.9	108.0
O=[N+]([O-])c1ccc(/C=C/C=C/c2ccc(S(=O)(=O)F)cc2)c(Cl)c1	91.8	96.1	96.2	71.7	106.8	106.3	104.4	93.1	94.3

(list continues)
SMILES	PC-3	SF-268	U251	SNB-75	DU-145	HCC-2998	SF-539	SF-295	SNB-19
O=C(NCCN1CC1)C(=O)NCCN1CC1	93.2	77.8	x	76.0	90.2	89.1	101.2	51.0	101.2
O=c1[nH]c2ccccc2o1	103.6	101.3	94.7	97.5	106.7	100.0	100.1	103.0	105.5
C[C@]12CCc3sc(-c4cccc(Cl)c4)nc3C1=CC[C@@H]1[C@@H]2CC[C@]2(C)C(=O)CC[C@@H]12	101.2	101.1	97.5	103.3	109.9	109.7	100.7	94.1	102.5
O=[N+]([O-])c1ccc(Cl)c(Cl)c1Cl	93.6	99.6	96.6	87.4	109.8	113.0	87.5	93.9	107.2
CCC1CCC(C)N(N=O)C1 (configuration not stated)	94.0	102.4	96.0	86.5	122.4	x	103.2	x	103.8
OC/C=C\c1ccc2c(c1)OCO2	93.2	106.0	95.4	98.8	113.4	95.9	107.7	104.4	97.9
O=P(O)(O)CCCP(=O)(O)O	109.7	117.1	103.9	89.7	113.5	105.4	102.9	107.0	111.4
CC12CCC3(CCC(=O)NCCCNc4ccnc5cc(Cl)ccc45)[C@@](C)(OO[C@]3(C)O1)O2	28.3	5.0*	-28.8*	-4.4*	38.2	22.8	-65.6*	-1.9*	8.0*
COc1ccc(CN(C)CC(O)c2ccc(Cl)cc2)cc1 (configuration not stated)	83.8	92.5	96.7	100.9	101.9	102.9	107.7	95.2	x
O=[N+]([O-])c1nccn1CC(O)CF (configuration not stated)	97.0	95.0	89.6	88.3	111.1	88.3	102.2	114.8	100.9
C#CC(/C=C/Cl)(CC)OC(N)=O (configuration not stated)	102.9	98.5	94.3	88.5	103.2	97.8	103.1	100.7	107.8
CCN(CC)CCn1c(=O)n(C)c2ccccc21	96.8	101.2	96.3	97.0	108.9	100.9	98.1	111.0	112.9
COCC(Br)C(=O)OC (configuration not stated)	95.2	98.9	107.6	99.4	103.1	106.1	108.5	105.2	x
O=C(/C=C/c1ccccc1Cl)c1nc2ccccc2n1Cc1ccc(F)cc1	-57.3*	-2.6*	-87.5*	6.9*	-34.8*	-99.7*	-94.4*	-86.8*	-79.2*
COc1ccc(C2=NN(C(C)=O)C(c3sc(N(CCCl)CCCl)nc3Cl)C2)cc1 (configuration not stated)	85.6	95.3	89.7	83.7	110.3	110.1	100.1	94.7	92.0
O=C(O)c1cccc(CCl)c1	101.9	101.6	96.7	87.2	107.9	111.6	94.3	x	113.8
ClCCN(CCCl)c1nc(Cl)c(C2CC(c3ccc4c(c3)OCO4)=NN2c2cc(Cl)cc(Cl)c2)s1 (configuration not stated)	87.2	93.7	101.3	90.2	100.4	96.1	89.5	100.7	90.6
O=C(CCl)Nc1ccccc1Cl	96.5	100.6	100.8	92.0	105.1	104.1	105.2	105.0	106.4
COc1ccc2c(c1O)-c1c3c(cc4c1[C@H](C2)N(C)CC4)OCO3	92.9	95.1	96.0	81.5	98.0	96.0	102.0	103.6	106.5
CCN1C[C@]2(O)CC[C@H](OC)C34C1C(C[C@@H]32)[C@]1(O)C[C@H](OC)[C@@H]2C(=O)C(=O)[C@H]4[C@@H]21	91.6	93.3	99.5	92.2	103.8	108.7	90.9	105.7	100.6
CCCCNC(c1ccc(Cl)cc1)C(O)c1ccc(Cl)cc1 (configuration not stated)	42.2	55.9	6.6*	61.9	37.2	-55.7*	68.3	41.3	54.6
C=CCC1(C(C)C)C(=O)NC(=S)NC1=O	95.6&102.0	91.2&103.4	108.4&96.2	85.6&92.7	97.2&113.8	99.4&116.7	95.3&90.2	96.1&84.0	104.4&100.1
CCCCCCOC(=O)Cc1ccccc1	100.5	93.9	98.9	86.6	104.4	102.2	x	99.8	101.5
CCC(=O)C(CC(C)[N+](C)(C)C)(c1ccccc1)c1ccccc1 (configuration not stated)	103.0	102.5	97.9	93.8	111.7	102.4	96.6	95.3	96.8
O=[N+]([O-])CC(c1cccs1)c1c(-c2ccccc2)[nH]c2ccccc12 (configuration not stated)	75.6	82.3	89.6	72.7	103.3	103.8	89.1	72.7	91.6
ClCCN(CCCl)c1ccc(/C=N\Nc2ncccn2)cc1	84.7	95.0	88.9	110.1	107.0	108.5	92.5	120.0	94.7
COc1cc(OC)c(/C=C/C(=O)c2nc3ccccc3n2Cc2ccc(F)cc2)c(OC)c1	71.0	72.1	101.3	0.1*	92.1	104.8	60.9	75.7	51.5
CCOC(=O)C1=C(N)Oc2c(c(=O)oc3ccccc23)C1c1cc(=O)oc2ccc(OC)cc12 (configuration not stated)	95.7	100.5	97.7	102.7	115.0	94.7	99.6	94.4	104.7
COc1cc2cc(C(=O)N3C[C@@H](CCl)c4c3cc(OC(=O)N3CCN(C(=O)CCC(=O)N5CCN(C)CC5)[C@@H]5CSSC[C@@H]53)c3ccccc43)[nH]c2c(OC)c1OC	-10.5*	-28.4*	-71.2*	-90.1*	-4.3*	-99.1*	-91.8*	-88.5*	-50.2*
COc1cc(C)c(OC)c2c1CCN(C)C2	101.2	93.0	97.0	73.4	104.2	98.9	101.7	100.8	100.3

Brought forward from above: two entries; new compounds follow.
SMILES	PC-3	SF-268	U251	SNB-75	DU-145	HCC-2998	SF-539	SF-295	SNB-19
COc1cc2cc(C(=O)N3C[C@@H](CCl)c4c3cc(OC(=O)N3CCN(C(=O)CCC(=O)N5CCN(C)CC5)[C@@H]5CSSC[C@@H]53)c3ccccc43)[nH]c2c(OC)c1OC	-10.5*	-28.4*	-71.2*	-90.1*	-4.3*	-99.1*	-91.8*	-88.5*	-50.2*
COc1cc(C)c(OC)c2c1CCN(C)C2	101.2	93.0	97.0	73.4	104.2	98.9	101.7	100.8	100.3
O=C(/C=C/c1ccco1)c1nc2ccccc2n1Cc1ccc(Br)cc1	34.2	45.4	18.2	33.6	28.1	12.7	26.7	53.5	54.4
O=C(Oc1ccc(CCN2CCCCC2)cc1)c1ccc([N+](=O)[O-])cc1	105.9	105.3	107.4	103.6	109.3	105.5	103.7	99.7	106.1
OC(c1ccc(Cl)cc1)C(c1ccccc1)N1CCCCC1 (configuration not stated)	81.8	93.2	89.9	77.5	107.1	109.3	101.2	96.6	104.1
CCC(CC)CNC(=O)CCl	97.3	95.0	97.2	100.2	100.2	85.9	102.6	105.9	100.8
S=P(NC1CCCCC1)(NC1CCCCC1)NC1CCCCC1	104.6	96.2	x	88.9	110.9	119.8	105.1	93.0	110.5
CCOP(N)(=S)OCC	102.8	116.8	104.0	90.1	114.9	111.1	102.3	104.8	105.3
CN1CCN(c2ncnc3cc[nH]c23)CC1	107.0	108.4	101.6	97.7	109.5	109.8	108.5	108.2	106.9
CC(C)=CCC/C(C)=C/CC/C(C)=C/CSCCCN(CCCN1CCN(C)CC1)P(=O)(OC(C)C)OC(C)C	127.0	109.4	95.6	91.8	109.8	98.9	106.3	80.1	93.7
Nc1ccc2c(c1)Cc1cc(Br)ccc1-2	89.6	88.0	103.8	76.6	109.1	99.7	100.2	107.0	101.0
NC(=O)CCC(NC(=O)CF)C(=O)O (configuration not stated)	95.9	102.0	96.5	105.8	110.7	107.2	97.4	72.7	102.6
O=[N+]([O-])c1ccc(F)c([N+](=O)[O-])c1F	89.3	102.8	100.6	116.1	114.5	104.7	104.7	104.0	115.4
Cc1cc(N(CCCl)CCCl)n2c(nc3ccccc32)c1C#N	88.9	97.1	98.8	79.9	103.9	104.9	96.0	87.3	92.8
COc1cc2nc(Sc3nnc(N)s3)n(-c3ccccc3)c(=O)c2cc1OC	89.2	101.3	93.3	x	100.6	108.3	95.6	89.5	100.9
c1ccc(CCN2CCOCC2)cc1	92.9	106.7	92.5	101.9	111.8	102.7	102.7	113.0	105.2
Cc1ccc(OP2(=O)Nc3cc(C)c(C)cc3S2)cc1 (configuration not stated)	89.6	112.2	100.6	84.2	121.3	102.4	113.2	104.9	101.8
COC(=O)[C@H](Cc1ccccc1)NNC(=O)c1csc([C@@H](C[C@H](C(C)C)N(C)C(=O)[C@@H](NC(=O)[C@H]2CCCCN2C)C2CC2)OC(C)=O)n1	13.9	22.5	4.7*	49.2	6.6*	10.8	-15.4*	-5.3*	65.2

A portion of the library. The share of hits here may be higher or lower than overall.
